# V1aR counter – activates human V1a receptor in oxytocin agonist counter-screen | P37288 | CHO-V1R cells, Fluo-8 calcium fluorescence, agonist mode; 0% DMSO, 100% 3 nM vasopressin | activation, % at 3 µM | 320,000 compounds, 0.25% hits | AID 2797;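 active = activation above the mean activation of all tested compounds plus 3 SD, per screening run, cut at about 20% in these data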;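 also: signal is peak over basal fluorescence ratio across a 100 second FLIPR read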
# Target sequence (P37288 whole entry, looked up): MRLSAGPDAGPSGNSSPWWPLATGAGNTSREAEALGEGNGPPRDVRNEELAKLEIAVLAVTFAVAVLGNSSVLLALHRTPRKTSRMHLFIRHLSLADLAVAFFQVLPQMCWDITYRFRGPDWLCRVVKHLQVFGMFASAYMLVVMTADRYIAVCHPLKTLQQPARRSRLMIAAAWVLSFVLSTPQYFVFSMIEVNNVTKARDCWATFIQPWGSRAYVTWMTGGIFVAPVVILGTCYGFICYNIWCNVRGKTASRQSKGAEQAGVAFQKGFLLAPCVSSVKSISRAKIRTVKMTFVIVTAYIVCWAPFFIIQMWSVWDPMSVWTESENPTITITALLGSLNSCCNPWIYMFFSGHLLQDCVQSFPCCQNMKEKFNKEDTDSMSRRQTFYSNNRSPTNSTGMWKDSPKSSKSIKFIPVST
# TAAR1 antag – antagonists of human TAAR1; Q96RJ0; 360,000 compounds, 1.5% hits; inhibition, % at 3 µM; CHO RD-HGA16 TAAR1, Fluo-8 calcium fluorescence, antagonist;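 active = inhibition above a per-plate cutoff, the mean inhibition of test compounds on that plate plus 3 SD, cut at about 49% in these data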;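 also: 0% = DMSO plus EC80 beta-PEA response and 100% = DMSO alone without agonist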
#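 test system = CHO RD-HGA16 cells bearing hTAAR1 | replication = singlicate | controls = DMSO-only wells and EC80 β-PEA-stimulated wells | reagent = EC80 β-phenethylamine stimulus | read-out basis = percent inhibition of PEA-evoked calcium signal, max/basal emission ratio | schedule = seeding 17-24 h prior, 75-min 37 °C, 30-min RT dye loading | signal = kinetic Fluo-8 calcium fluorescence measurement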
# OXTR agonist – human OXTR agonism | P30559 | CHO-OTR cells, Fluo-8 calcium fluorescence; normalized: DMSO 0%, oxytocin 100% | activation, % at 3 µM | 320,000 compounds, 0.32% hits | AID 2435;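 active = activation above the mean of all tested compounds plus 3 SD, cutoff set per screening run, cut at about 20% in these data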;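 also: peak over basal fluorescence ratio from a 100 s FLIPR kinetic read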
# Target sequence (P30559 whole entry, looked up): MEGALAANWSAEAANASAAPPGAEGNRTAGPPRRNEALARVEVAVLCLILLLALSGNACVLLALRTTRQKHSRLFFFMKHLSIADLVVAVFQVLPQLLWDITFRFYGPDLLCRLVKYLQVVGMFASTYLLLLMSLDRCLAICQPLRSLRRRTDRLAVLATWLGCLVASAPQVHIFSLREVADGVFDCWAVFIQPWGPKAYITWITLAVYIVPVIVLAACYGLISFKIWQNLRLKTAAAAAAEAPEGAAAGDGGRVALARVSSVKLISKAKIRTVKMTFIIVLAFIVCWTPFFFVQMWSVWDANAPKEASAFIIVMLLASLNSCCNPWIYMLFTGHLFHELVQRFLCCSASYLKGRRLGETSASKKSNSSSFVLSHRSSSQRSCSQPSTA
# M1 ag parental – nonselective activator or artifact in parental CHO-K1 cells; activation, % at 3 µM; AID 602248; 360,000 compounds, 0.48% hits; Fluo-8 calcium fluorescence; scaled to maximal ATP response, vehicle zero; in the data active = activation above about 15%;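 also: untransfected CHO-K1 host cells lacking M1 receptor as counterscreen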
# CHO parental Ca – counter-screen for OX1R antagonists: effect in parental CHO cells; AID 463079; parental CHO-K1, ATP-induced calcium, Fluo-8 fluorescence; inhibition, % at 5.6 µM; 330,000 compounds, 0.63% hits;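 active = inhibition above that plate's mean sample inhibition plus 3 SD, cut at about 26% in these data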;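 also: 0% = ATP-challenged DMSO wells and 100% = DMSO wells without ATP; some compounds past the cut are filed as inactive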
#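 Test system: untransfected parental CHO cell line. Compound: one dose, 5.6 µM nominal. Detection: intracellular calcium via Fluo-8 no-wash fluorescent dye. Measure: % inhibition. Benchmarks: ATP-challenged DMSO wells low, unchallenged DMSO wells high.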
# M1 PAM parental – counter-screen for M1 PAMs: effect in parental CHO-K1 cells; 360,000 compounds, 0.02% hits; ATP EC20, Fluo-8 calcium fluorescence; 0% at ATP EC20, 100% at ATP max; AID 602247; activation, % at 3 µM;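 active = activation above the run cutoff, the mean activation of all test compounds plus 3 SD, cut at about 40% in these data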;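 also: peak over basal fluorescence ratio in a 140 s read after ATP addition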
# OXTR potentiator – human OXTR potentiation | P30559 | CHO-OTR cells, Fluo-8 calcium fluorescence, potentiator mode; 0% = oxytocin EC15, 100% = EC100 | activation, % at 3 µM | 320,000 compounds, 0.061% hits | AID 2445;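 active = activation above that plate's cutoff, the mean activation of tested compounds plus 3 SD, cut at about 6.6% in these data, passing the limit was not always enough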;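 also: 100% uses oxytocin at 75 nM as the full agonist control; some results filed as inactive read as strong as hits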
#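 Material: CHO-OTR cells, human receptor; compound dosing: single dose, 3.0 µM nominal final compound concentration; schedule: 6 min compound pre-incubation at room temperature, 100 s kinetic read; measured by: kinetic Fluo-8 calcium fluorescence; read-out basis: % activation vs EC15 and EC100 oxytocin; controls: EC15 oxytocin alone as 0%, 75 nM oxytocin as 100%; replicates: singlicate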
# CHO-K1 Ca antag – M1 antagonist counterscreen hit in parental CHO-K1 cells; 360,000 compounds, 0.6% hits; ATP-induced calcium, Fluo-8 fluorescence; inhibition, % at 3 µM;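 active = inhibition above a per-plate cutoff, the plate's mean sample inhibition plus 3 SD, cut at about 24% in these data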;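 also: 0% = DMSO plus EC80 ATP and 100% = DMSO alone without ATP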
# GPR7 antag – blocks human GPR7 receptor signaling; P48145; inhibition, % at 4.4 µM; GPR7-expressing cells, fluorescence antagonist assay; AID 1861; 290,000 compounds, 1.1% hits; in the data active = inhibition above about 16%, passing the limit was not always enough;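 also: cells stimulated with the agonist NPW; 0% = agonist with vehicle and 100% = vehicle without agonist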
# * hit, by the source's call; / = no result given.
# Order of results – V1aR counter	TAAR1 antag	OXTR agonist	M1 ag parental	CHO parental Ca	M1 PAM parental	OXTR potentiator	CHO-K1 Ca antag	GPR7 antag
> CC(C)Oc1ccc(CN2CCC2(C)C(=O)Nc2cnc3ccccc3c2)cc1 (stereo unspecified)
    /	34	/	2.0	/	-3	/	1	/
> Cc1ccc(S(=O)(=O)Cc2ccc(C(=O)N3CCCCC3C)cc2)cc1 (stereo unspecified)
    1.3	-2	1.6	0.9	-22	-5	-2	-4	-7
> CC(C)(C)c1cc(C(=O)CCN2CCOCC2)cc(C(C)(C)C)c1O
    2.2	18	0.5	2.6	22	18	-10	10	29
> Cc1ccccc1Nc1nc(N)nc(CSc2nnc3ccccn23)n1
    -0.5	-13	-0.1	0.0	-14	-17	-4	8	-11
> Cc1ccc(C)c(NC(=S)N=Nc2c(O)n(C)c3ccc(S(=O)(=O)N4CCOCC4)cc23)c1
    0.2	10	0.7	0.3	-6	9	-4	0	8
> c1ccc(-c2noc(-c3ccc4ccccc4c3)n2)nc1
    2.5	/	1.3	1.6	-11	-4	-5	7	0
> CCC(=O)N1c2ccccc2NC2=C(C(=O)CC(C)(C)C2)C1c1cccnc1 (stereo unspecified)
    -0.3	-3	0.6	0.8	-4	22	7	-9	-14
> CC(=O)N1N=C(c2cccc(NS(=O)(=O)c3ccc(C)cc3)c2)CC1c1ccco1 (stereo unspecified)
    2.2	12	1.2	0.9	-23	-10	-20	8	2
> CC1(c2nnc(-c3ccccc3)o2)CC(c2ccc(F)cc2)=NO1 (stereo unspecified)
    -0.8	10	0.2	0.1	3	14	-3	-13	/
> O=C(Nc1ccc(N2CCN(C(=O)c3ccccc3F)CC2)cc1)c1ncn[nH]1
    0.1	0	-0.3	1.3	6	-4	-9	-33	-2
> CCOC(=O)C1CCC(CN(Cc2ccccc2)S(=O)(=O)c2ccc([N+](=O)[O-])cc2)CC1 (stereo unspecified)
    0.6	5	-1.8	-0.2	-12	19	-4	-8	-1
> O=C(NNC(=O)c1ccccc1F)c1ccc(S(=O)(=O)N2CCCC2)cc1
    1.9	-13	1.3	3.0	-6	7	1	-6	/
> CN(CCc1cnn(C)c1)Cc1nc(CC2CC2)no1
    0.6	-14	0.9	1.1	-1	20	-4	-13	-8
> CC(NC(=O)c1ccccc1F)c1nnc(SCC(=O)NC2CCCC2)n1C (stereo unspecified)
    0.7	-27	0.4	-0.3	-3	-28	-13	16	-3
> O=C(COC(=O)c1cccc(C(=O)OCC(=O)NCc2ccc(F)cc2)n1)NCc1ccc(F)cc1
    0.8	21	0.9	3.9	-12	5	-5	-11	-6
> CCCCN(C)CCNC(=O)CSCc1ccc(C)cc1
    1.3	-25	0.5	0.5	-18	12	-6	-11	-18
> CCN(CC)S(=O)(=O)c1ccc(NC(=O)c2ccccc2N(C)S(C)(=O)=O)cc1
    -0.1	3	0.4	0.3	-3	3	0	1	-6
> CCOC(=O)C1(c2ccccc2)SC(C(=O)OCC)(c2ccccc2)S1 (stereo unspecified)
    /	-9	/	-0.1	/	7	/	-26	/
> COC(=O)c1sccc1NC(=O)c1ccc(C)cc1
    -0.6	-15	-1.8	0.4	-14	10	-11	-14	13
> COc1cc(OC)c(CN2CCCCCCC2)cc1Br
    0.4	-1	0.7	0.4	-11	15	1	-13	23
> CC(=O)N1N=C(c2ccccc2)CC1c1ccc2c(c1)OCO2 (stereo unspecified)
    2.2	4	1.0	3.7	-1	-9	-7	1	4
> C=CCOc1ccccc1/C=N/n1nnnc1N
    0.3	9	-1.0	-0.5	-4	15	-10	1	-8
> CCN1CCN(CC(=O)c2c(C)n(C)c3ccc(OC)cc23)CC1
    -0.4	-5	-0.5	0.0	-1	9	-2	-5	-13
> CCCCN(C=O)c1c(CC)nc2ccc(C(=O)NCc3ccc4c(c3)OCO4)cn12
    /	-5	/	1.6	/	-9	/	9	/
> CCCN(CC(=O)Nc1ccccc1OC)C(=O)CSc1ccc(Br)cc1C
    0.4	6	-0.8	-0.6	-24	-17	-7	4	/
> O=C(CN1CCN(c2ccccn2)CC1)Nc1ccccc1F
    0.3	1	-0.1	0.1	-14	-8	-9	2	6
> O=C(c1ccco1)N1CCN(S(=O)(=O)c2ccc(S(=O)(=O)NC3CC3)cc2)CC1
    1.3	-15	0.3	1.6	-7	12	2	-18	-1
> COc1cccc(-c2cc(C(=O)N3CCCCCC3)no2)c1
    -1.6	3	-3.0	2.7	-9	19	-3	-6	3
> CS(=O)(=O)N(CC(=O)NCc1ccccc1)Cc1ccc(Cl)cc1
    0.4	-2	0.7	0.6	-17	3	-6	-10	7
> CN(C(=O)c1ccc(NC(=O)Cc2ccc(NC(=O)C3CCN(C(=O)C4CC4)CC3)cc2)cc1)C1CC1
    0.0	-6	0.8	0.1	1	-1	-2	1	/

# (further entries)
# Order of results – V1aR counter	TAAR1 antag	OXTR agonist	M1 ag parental	CHO parental Ca	M1 PAM parental	OXTR potentiator	CHO-K1 Ca antag	GPR7 antag
> COc1cccc(NC(=O)C(c2ccccc2)N2CCCCC2)c1 (stereo unspecified)
    -1.3	12	-1.9	-0.1	-18	4	-3	-11	2
> CC(O)CC(=O)OC[C@]12CC[C@H]3[C@@](C)(CC[C@H]4C(C)(C)CCC[C@]34C)[C@@H]1CC(C1=CC(=O)OC1O)O2 (stereo partly specified)
    /	27	/	1.4	/	12	/	8	/
> CC(C)(C)NC(=O)C1CCN(C(=O)c2ccc(-c3ccccc3)cc2)CC1
    0.4	-14	0.4	-0.2	-13	6	-8	-9	0
> Cc1nn(Cc2ccccc2)c(C)c1NC(=O)CSc1nc2c(c(C(F)(F)F)n1)CCc1ccccc1-2
    -0.4	7	-1.5	0.5	-29	11	-6	-7	-5
> CCOc1cc(/C=C2/C(=O)NN(c3cccc(Cl)c3)C2=O)ccc1O
    -0.7	-13	-0.1	1.1	-6	28	-13	-21	-12
> O=C(NC1CCCCC1)C1CCC(CNS(=O)(=O)c2cccc3nsnc23)CC1 (stereo unspecified)
    0.5	8	-0.2	0.2	-4	17	-5	-12	0
> Cc1ccc(C(C(=O)NCc2ccco2)N(C(=O)CNC(=O)c2cccs2)c2ccc(C)cc2C)cc1 (stereo unspecified)
    -0.3	3	-0.4	0.0	-19	11	1	-6	-16
> CCOc1cc(CNn2cnnc2)ccc1OCC(=O)NC1CCCCC1
    0.9	16	0.0	0.5	-2	-2	3	-19	3
> C/C(O)=c1/c(=O)nc2cccc3c2=c1c1ccccc1c3=O
    /	1	/	0.7	/	-2	/	-3	-2
> COC(=O)N1CCN(c2ccc(C(C)=O)cc2)CC1
    0.6	-3	0.7	1.1	-7	21	-1	-18	8
> CCCc1ccc(C(O)c2ncc(-c3ccc(OC)cc3)[nH]2)cc1 (stereo unspecified)
    /	-9	/	0.9	/	8	/	-8	/
> CCOc1ncccc1C(=O)NNC(=O)c1cccc(S(=O)(=O)Nc2ccc(OC)cc2)c1
    3.8	-24	3.2	7.3	-21	10	-15	-13	-14
> O=C(Nc1ccccc1)c1ccc(NC(=O)c2cccs2)cc1
    1.1	17	2.2	0.5	-5	-1	1	-8	1
> O=C(Nc1nc2ccc(F)cc2s1)C1=COCCO1
    3.5	-1	2.7	2.9	-20	0	-2	0	/
> COc1cc(N)c(Cl)cc1NC(=O)c1ccccc1
    1.0	-5	0.9	0.0	-9	9	-6	7	-10
> COc1ccccc1C(=O)OCC(=O)Nc1cc(S(=O)(=O)N2CCOCC2)ccc1N1CCCC1
    -0.7	6	-1.4	0.9	-7	12	-1	-6	-6
> CC(C)N(C(=S)NCc1ccccc1)C(C)C
    0.2	3	-1.2	-0.2	-8	-6	-5	26*	9
> CC(C)CC(OC(=O)c1nsc(Cl)c1Cl)C(=O)NCc1cccs1 (stereo unspecified)
    1.2	5	-1.2	0.3	-5	10	-16	-11	-9
> O=C(Cn1cncn1)N/N=C/c1cc([N+](=O)[O-])ccc1O
    -0.1	-3	1.3	6.2	-1	18	-1	-7	-9
> CCOc1ccc(N2CC(C(=O)NCCN3C(=O)S/C(=C\c4cccnc4)C3=O)CC2=O)cc1 (stereo unspecified)
    -0.9	-13	-0.5	0.4	-19	20	-5	-19	-3
> Cc1cc(C)n(-c2ccc(C(=O)Nc3ccc(C)c(S(=O)(=O)N(C)C)c3)cc2)n1
    12	17	7.1	9.2	-12	-9	-6	6	-11
> CC(C)Cc1nc(N2CCN(C(=O)c3ccco3)CC2)c(C#N)c2c1CCC2
    -0.7	38	-2.5	2.4	-31	18	-8	-7	-16
> COc1cccc(NC2=Nc3cccc4cccc2c34)c1
    -0.1	-5	-1.7	1.5	-29	15	-3	-3	-5
> CSc1nc(N(C)NC(=O)c2cccc(C)c2)c2ccccc2n1
    -0.4	-6	-0.3	-0.1	-10	5	2	-11	23
> COC(=O)c1sccc1NC(=O)c1cccc(Cl)c1
    -0.7	-28	-2.3	3.0	-24	12	-2	-7	/
> Cc1ccc(C)n1NC(=O)c1ccco1
    0.0	-9	-0.5	-0.3	-5	18	0	-7	-4
> CCOC(=O)C1=C(C)NC(C)=C(C(=O)OCC)C1C(=O)OCC(=O)NCc1ccccc1OC
    -1.8	7	-2.0	1.3	-17	8	-5	-6	/
> O=C(Cc1ccc([N+](=O)[O-])cc1)Nc1cc(C(F)(F)F)cc(C(F)(F)F)c1
    4.3	-13	5.9	3.2	12	-21	-6	29*	-18
> O=c1c2cnn(-c3ccc(F)cc3)c2ncn1Cc1ccc(F)cc1
    2.1	-25	2.3	0.6	-8	18	-5	-7	-10
> Cn1c(=O)oc2cc(S(=O)(=O)NCc3ccco3)ccc21
    1.6	-14	-0.1	-0.2	-2	-9	-4	12	-7
> N/C(=N\OC(=O)CC1CCCCC1)c1cccc([N+](=O)[O-])c1
    -0.8	-2	-0.8	1.6	-11	22	-4	-3	-11
> CCc1ccc(NC(=O)CCn2ccnc2C)cc1
    0.2	10	1.1	0.1	2	7	-2	-11	-6
> Cc1ccc(F)cc1S(=O)(=O)Nc1cccc(C(=O)N2CCCC(C(N)=O)C2)c1 (stereo unspecified)
    0.7	-13	-0.5	0.2	-17	31	-4	-17	/

# Three structures from above, ordered by molecular weight, low to high.
# Order of results – V1aR counter	TAAR1 antag	OXTR agonist	M1 ag parental	CHO parental Ca	M1 PAM parental	OXTR potentiator	CHO-K1 Ca antag	GPR7 antag
> Cc1ccc(C)n1NC(=O)c1ccco1
    0.0	-9	-0.5	-0.3	-5	18	0	-7	-4
> CC(C)CC(OC(=O)c1nsc(Cl)c1Cl)C(=O)NCc1cccs1 (stereo unspecified)
    1.2	5	-1.2	0.3	-5	10	-16	-11	-9
> Cc1nn(Cc2ccccc2)c(C)c1NC(=O)CSc1nc2c(c(C(F)(F)F)n1)CCc1ccccc1-2
    -0.4	7	-1.5	0.5	-29	11	-6	-7	-5
